Assay outcomes: PubChem, National Center for Advancing Translational Sciences (NCATS)
SW480 rereplic: A quantitative high throughput screen for small molecules that induce DNA re-replication in SW480 colon adenocarcinoma cells. SW480 DNA re-replication, Hoechst DNA content imaging, 48 h. Potency, µM (top dose mostly 46.1 µM), inactives show at the highest dose re-replication activation, hits mostly activators. 340,000 tested, 1.8% active; further: potency means the concentration at half of the fitted maximal effect; % of control where 0% means no effect; nearly all actives have a fitted effect of over 55% in size
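250 cells/well; 23 nL cpd via pin tool; 48 hr, 37 C, 5% CO2; Hoechst 40 min; imager read of total nuclear intensity, ex 405/em 500-530 nm.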
KB-V1 MDR tox: qHTS assay for MDR1-selective chemotherapeutics: Primary screen using the drug-selected MDR subline cells KB-V1. KB-V1 MDR cells viability, CellTiter-Glo, 72 h. Potency, µM (highest dose often 46.1 µM), inactives show at the top dose activity change, negative = cytotoxicity, actives largely listed as cytotoxic. 400,000 tested, 3.4% active. AID 1347076, 2019; further: potency means the concentration at half of the fitted maximal effect; on the % scale 0 is the no-effect control and ±100 the full control effect; nearly all actives have a fitted effect of over 60% in size
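Following 72 h at 37 degrees C with compound, KB-V1 cell viability was read by CellTiter-Glo luminescence, medium being phenol-red-free DMEM plus 10% FBS; concentration-response parameters came from normalized, curve-fitted qHTS data.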
KB-3-1 tox: qHTS assay for MDR1-selective chemotherapeutics: Primary screen using the parental adenocarcinoma cell KB-3-1. 400,000 tested, 1.4% active. KB-3-1 viability, CellTiter-Glo ATP luminescence, 72 h. AID 1347075, 2019. Potency, µM (series often up to 46.1 µM), for the others: at the top dose activity change, negative = cytotoxic, hits mostly cytotoxic; further: potency means the concentration at half of the fitted maximal effect; on the % scale 0 is the no-effect control and ±100 the full control effect; nearly all actives have a fitted effect of over 60% in size
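KB-3-1 cells, DMEM (no phenol red) + 10% FBS; compound by pin transfer, 72 h, 37 °C. Readout: CellTiter-Glo luminescence after 10 min. Data normalized, curve-fitted.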
MCF10A rereplic: A quantitative high throughput screen for small molecules that induce DNA re-replication in MCF 10a normal breast cells; MCF 10A DNA re-replication, Hoechst nuclear intensity, 48 h; Potency, µM (series often up to 46.1 µM), for inactives: at the highest dose activity, positive = re-replication, actives largely listed as activators; 350,000 tested, 2.9% active; further: potency means the concentration at half of the fitted maximal effect; % of control where 0% means no effect; nearly all actives have a fitted effect of over 50% in size
IL1B secr inh: qHTS for Inhibitors of Inflammasome Signaling: IL-1-beta AlphaLISA Primary Screen; THP-1 LPS/ATP IL-1B secretion, AlphaLISA, 16 h; active compounds read low; activity change, % at 57.5 µM; 360,000 tested, 4.7% active; in the data active means activity change below about -50%; inconclusive means mostly about -30% to -49%; further: on the % scale 0 is the no-effect control and ±100 the full control effect
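THP-1 cells pretreated 1 hr with compounds (up to 57.5 uM final), then stimulated with LPS (250 ng/mL final) plus ATP (1.25 mM final); secreted IL-1B measured by AlphaLISA after 16 hr, decreased signal indicating inhibition.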
ATXN viability: Viability Counterscreen for Primary qHTS for Inhibitors of ATXN expression; 400,000 tested, 0.49% active; Potency, µM (doses to about 56.7 µM), most hits filed as cytotoxic; S2 cells (HEK-293 line with an ATXN2-luciferase reporter) viability, CellTiter-Fluor protease fluorescence, 24 h; AID 651635, 2014; further: potency means the concentration at half of the fitted maximal effect; nearly all actives have a fitted effect of over 40% in size
HT1080 IDH1KD tx: qHTS for induction of synthetic lethality in tumor cells producing 2HG: qHTS for the HT-1080-IDH1KD cell line | HT-1080 IDH1 knockdown viability, ATP luminescence, 48 h | Potency, µM (doses to about 46.1 µM), without a hit: top-dose activity, negative = toxicity, hits mostly cytotoxic | 360,000 tested, 2% active | AID 686971, 2013;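 further: potency means the concentration at half of the fitted maximal effect; 0% = DMSO wells and -100% = cell-free medium wells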
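HT-1080-IDH1KD cells (IDH1 knocked down), 750/well in RPMI with 5% FBS, treated with compound 48 h at 37 degrees C. Viability by CellTiter-Glo luminescence, normalised to DMSO and no-cell wells; concentration-response curves classed.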
ATXN2 expr inh: Primary qHTS for Inhibitors of ATXN expression. HEK-293 ATXN2-luciferase reporter, luminescence, 24 h. Potency, µM (highest dose often 57 µM), inactives show at the top dose activity change, negative = inhibition, actives largely listed as inhibitors. 360,000 tested, 0.72% active; further: potency means the concentration at half of the fitted maximal effect; on the % scale 0 is the no-effect control and ±100 the full control effect; nearly all actives have a fitted effect of over 55% in size
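ATXN2-luciferase reporter cells (luciferase flanked by upstream and downstream ATXN2 gene portions) were treated 24 h at 37 °C with compounds at up to 57 uM. SteadyGlo luminescence gave expression; GF-AFC fluorescence gave viability.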
HT1080-NT tox: qHTS for induction of synthetic lethality in tumor cells producing 2HG: qHTS for the HT-1080-NT fibrosarcoma cell line. HT-1080-NT fibrosarcoma viability, CellTiter-Glo ATP luminescence, 48 h. Potency, µM (titrated, usually from 46.1 µM), inactives show top-dose activity, negative = less viability, hits mostly cytotoxic. AID 686970, 2013. 360,000 tested, 1.6% active;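 further: NT is the 2HG producing partner of a matched IDH1 knockdown line; potency means the concentration at half of the fitted maximal effect; 0% = DMSO-treated cells and -100% = media-only wells without cells; nearly all actives have a fitted effect of over 55% in size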
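Compounds were tested in concentration-response format on HT-1080-NT cells for 48 hours at 37 degrees C. Cell viability came from CellTiter-Glo luminescence; curves were classified by r2, response magnitude and activity.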
Numbers without * were called inactive; [ ] = another dose, or the depositor's remark. Unless noted, the call rests on the fitted dose curve; in most records, active means well fitted curve in the direction sought with a large enough effect; inconclusive means small, poorly fitted or top-dose-only effect, or another doubt; inactive means no such curve, though single readings can be large; an effect the other way counts as inactive or inconclusive. Compounds were not picked by outcome; 11% or so of the library scored in one or more.

Start of the listing, in advance (two entries):
`CNCCOCC(O)CSc1ccccc1` (stereo not given) gave SW480 rereplic -5%[9.22 µM], KB-V1 MDR tox 8%, KB-3-1 tox 18%, MCF10A rereplic 3%, IL1B secr inh 4, ATXN viability inactive, HT1080 IDH1KD tx 5%, ATXN2 expr inh 7% and HT1080-NT tox 6%.
Screening O=C(CCCC1=NS(=O)(=O)c2ccccc2N1)NCCc1ccc(Cl)cc1 returned SW480 rereplic 1%, KB-V1 MDR tox -1%, KB-3-1 tox -4%, MCF10A rereplic 1%, IL1B secr inh -11, ATXN viability inactive, HT1080 IDH1KD tx 30%, ATXN2 expr inh 5% and HT1080-NT tox -1%.

All compounds of this part, repeating the preview:
`CNCCOCC(O)CSc1ccccc1` (stereo not given) gave SW480 rereplic -5%[9.22 µM], KB-V1 MDR tox 8%, KB-3-1 tox 18%, MCF10A rereplic 3%, IL1B secr inh 4, ATXN viability inactive, HT1080 IDH1KD tx 5%, ATXN2 expr inh 7% and HT1080-NT tox 6%.
Screening O=C(CCCC1=NS(=O)(=O)c2ccccc2N1)NCCc1ccc(Cl)cc1 returned SW480 rereplic 1%, KB-V1 MDR tox -1%, KB-3-1 tox -4%, MCF10A rereplic 1%, IL1B secr inh -11, ATXN viability inactive, HT1080 IDH1KD tx 30%, ATXN2 expr inh 5% and HT1080-NT tox -1%.
`Cc1cc(NC(=O)COc2cccnc2[N+](=O)[O-])no1` gave SW480 rereplic -2%, KB-V1 MDR tox 1%, KB-3-1 tox 4%, MCF10A rereplic -1%, IL1B secr inh -9, ATXN viability inactive, HT1080 IDH1KD tx 7%, ATXN2 expr inh 6% and HT1080-NT tox -2%.
Screening COc1ccc(N(CC(=O)Nc2ccccc2C)S(=O)(=O)c2ccccc2[N+](=O)[O-])c(OC)c1 returned SW480 rereplic 6%, KB-V1 MDR tox inconclusive, KB-3-1 tox 0%, MCF10A rereplic inconclusive, IL1B secr inh -30, ATXN viability inactive, HT1080 IDH1KD tx 0%, ATXN2 expr inh 1% and HT1080-NT tox -5%.
Screening CCOc1ccc(OC(=O)c2ccc3c(=O)n4c(nc3c2)CCC4)cc1 returned SW480 rereplic -2%, KB-V1 MDR tox 11%, KB-3-1 tox 13%, MCF10A rereplic 15%, IL1B secr inh -2, ATXN viability inactive, HT1080 IDH1KD tx -10%, ATXN2 expr inh -14% and HT1080-NT tox -3%.
Screening COc1ccc(C(=O)Nc2cc([N+](=O)[O-])ccc2N2CCCC2)cc1 returned SW480 rereplic -7%, KB-V1 MDR tox inconclusive, KB-3-1 tox -1%, MCF10A rereplic -5%, IL1B secr inh 1, ATXN viability inactive, HT1080 IDH1KD tx -3%, ATXN2 expr inh 0% and HT1080-NT tox -5%.
For C/C(=N/NC(=O)c1cc(C)[nH]n1)c1ccncc1 the results were SW480 rereplic 3%, KB-V1 MDR tox inconclusive, KB-3-1 tox -2%, MCF10A rereplic 8%, IL1B secr inh 4, ATXN viability inactive, HT1080 IDH1KD tx -1%, ATXN2 expr inh 37% and HT1080-NT tox 0%.
`Cc1c(C(=O)N2CCN(S(=O)(=O)c3ccccc3F)CC2)oc2c(Cl)cccc12` gave SW480 rereplic -22%, KB-V1 MDR tox 0%, KB-3-1 tox inconclusive, MCF10A rereplic inconclusive, IL1B secr inh 14, ATXN viability inactive, HT1080 IDH1KD tx -23%, ATXN2 expr inh -20% and HT1080-NT tox -12%.
`COC(=O)c1nc(NC(=O)c2ccccc2Cl)n[nH]1` gave SW480 rereplic 0%, KB-V1 MDR tox -1%, KB-3-1 tox 3%, MCF10A rereplic 2%, IL1B secr inh -11, ATXN viability inactive, HT1080 IDH1KD tx 18%, ATXN2 expr inh -4% and HT1080-NT tox 7%.
Screening CCNC(=O)C1CCCN(C(=O)c2cnc3ccccc3n2)CC1 (stereo not given) returned KB-V1 MDR tox -3%, KB-3-1 tox 0%, IL1B secr inh 0, ATXN viability inactive, HT1080 IDH1KD tx 22%, ATXN2 expr inh 7% and HT1080-NT tox 16%.
`CS(=O)(=O)Nc1ccc(C(=O)N2CCN(c3ccccc3)CC2)cc1` gave SW480 rereplic -1%, KB-V1 MDR tox 2%, KB-3-1 tox 1%, MCF10A rereplic -7%, IL1B secr inh 15, ATXN viability inactive, HT1080 IDH1KD tx 7%, ATXN2 expr inh 38% and HT1080-NT tox 5%[9.24 µM].
For CCCc1nnc(NC(=O)c2ccc(S(=O)(=O)N(C)c3ccccc3OC)cc2)s1 the results were SW480 rereplic 4%, KB-V1 MDR tox 15µM*, KB-3-1 tox -15%, MCF10A rereplic inconclusive, IL1B secr inh 0, ATXN viability inactive, HT1080 IDH1KD tx -5%, ATXN2 expr inh -8% and HT1080-NT tox -6%.
CC1CCN(c2nc3ccc(C(=O)NCc4ccc(Cl)cc4)cc3s2)CC1 was read as KB-V1 MDR tox -5%, KB-3-1 tox 5%, ATXN viability inactive and ATXN2 expr inh 90%[activator].
Screening CC(=O)Nc1nc(NC(=O)C(Cl)(Cl)Cl)n(-c2ccccc2)n1 returned SW480 rereplic -8%, KB-V1 MDR tox 0%, KB-3-1 tox -6%, MCF10A rereplic -5%, IL1B secr inh 24, ATXN viability inactive, HT1080 IDH1KD tx -3%, ATXN2 expr inh -20% and HT1080-NT tox 0%.
CC1(C)CC(=O)C2=C(C1)OC(N)=C(C#N)[C@@]21C(=O)N(CC(N)=O)c2ccccc21 was read as SW480 rereplic 1%, KB-V1 MDR tox 5%, KB-3-1 tox 0%, MCF10A rereplic -9%, IL1B secr inh 0, ATXN viability inactive, HT1080 IDH1KD tx 2%, ATXN2 expr inh 9% and HT1080-NT tox 11%.
O=S(=O)(NCc1ccccc1)c1ccc(-n2cccn2)cc1 was read as SW480 rereplic -6%, KB-V1 MDR tox -4%, KB-3-1 tox -3%, MCF10A rereplic -3%, IL1B secr inh 17, ATXN viability inactive, HT1080 IDH1KD tx -12% and HT1080-NT tox -17%.
`COCCn1c(=S)[nH]c2cc(C(=O)NC3CCCCC3C)ccc2c1=O` (stereo not given) gave KB-V1 MDR tox inconclusive, KB-3-1 tox -4%, IL1B secr inh 7, ATXN viability inactive, HT1080 IDH1KD tx 12% and HT1080-NT tox 17%.
`Cc1cc(C(=O)O)ccc1-c1ccc(CO)o1` gave SW480 rereplic 7%, KB-V1 MDR tox 17%, KB-3-1 tox 4%, MCF10A rereplic -1%, IL1B secr inh 7, ATXN viability inactive, HT1080 IDH1KD tx -1%, ATXN2 expr inh 26% and HT1080-NT tox 0%.
CCN(CC)S(=O)(=O)c1cccc(C(=O)NC(C(=O)NNC(=O)c2ccccc2F)C(C)C)c1 (stereo not given) was read as SW480 rereplic 7%, KB-V1 MDR tox inconclusive, KB-3-1 tox -6%, MCF10A rereplic 16%, IL1B secr inh 0, ATXN viability inactive, HT1080 IDH1KD tx -6%, ATXN2 expr inh -5% and HT1080-NT tox -5%.
C=CCn1c(SCC(=O)Nc2nc3ccccc3s2)nc(O)c(CC)c1=O was read as SW480 rereplic 0%, KB-V1 MDR tox inconclusive, KB-3-1 tox 2%, MCF10A rereplic 3%, IL1B secr inh 38, ATXN viability inactive, HT1080 IDH1KD tx -13%, ATXN2 expr inh 0% and HT1080-NT tox -7%.
CN(CC(=O)NCC1CCCCC1)S(=O)(=O)c1ccc(F)cc1 was read as SW480 rereplic -22%, KB-V1 MDR tox 2%, KB-3-1 tox 10%, MCF10A rereplic -16%, IL1B secr inh 11, ATXN viability inactive, HT1080 IDH1KD tx 6%, ATXN2 expr inh 8% and HT1080-NT tox 5%.
For CC1CCCC(NC(=O)COC(=O)[C@@H](NC(=O)c2ccco2)C(C)C)C1C (stereo not given in full) the results were SW480 rereplic -16%, KB-V1 MDR tox 9%, KB-3-1 tox 7%, MCF10A rereplic -36%[inhibitor], IL1B secr inh 30, ATXN viability inactive, HT1080 IDH1KD tx 15%, ATXN2 expr inh -7% and HT1080-NT tox 21%.
Screening CCNC(=O)C1CCCN(Cc2ccc3ccccc3c2Br)CC1 (stereo not given) returned KB-V1 MDR tox -7%, KB-3-1 tox 0%, IL1B secr inh -2, ATXN viability inactive, HT1080 IDH1KD tx 1%, ATXN2 expr inh -5% and HT1080-NT tox -26%.
For O=C(NCc1ccccc1F)C(=O)NCC(c1cccs1)S(=O)(=O)c1cccs1 (stereo not given) the results were KB-V1 MDR tox 4%, KB-3-1 tox 1%, ATXN viability inconclusive and ATXN2 expr inh -9%.
Cc1ccc2nc(C3CCCCC3)c(Cc3ccccc3C(F)(F)F)n2c1 was read as KB-V1 MDR tox -1%, KB-3-1 tox -1%, IL1B secr inh -6, ATXN viability inconclusive, HT1080 IDH1KD tx inconclusive, ATXN2 expr inh inconclusive and HT1080-NT tox inconclusive.
Screening CN1CCCC(C)(C(=O)Nc2cccc(Oc3ccccc3)c2)C1 (stereo not given) returned KB-V1 MDR tox 3%, KB-3-1 tox 0%, IL1B secr inh -11, ATXN viability inactive, HT1080 IDH1KD tx 0%, ATXN2 expr inh 2% and HT1080-NT tox -5%.
Cc1occc1C(=O)NNS(=O)(=O)c1ccc([N+](=O)[O-])cc1 was read as SW480 rereplic -104%[inhibitor], KB-V1 MDR tox 22%, KB-3-1 tox 12%, MCF10A rereplic 2%, IL1B secr inh 3, ATXN viability inactive, HT1080 IDH1KD tx 16%, ATXN2 expr inh 15% and HT1080-NT tox inconclusive.
Screening COc1cc(-c2nc(Cn3nnc(C(=O)Nc4ccccc4C)c3C)c(C)o2)cc(OC)c1OC returned KB-V1 MDR tox -18%, KB-3-1 tox -10%, ATXN viability inactive and ATXN2 expr inh 6%.
